High-throughput results (PubChem BioAssay)
RGS12 GoLoco inh – inhibitors of human Gai1-RGS12 GoLoco interaction (red fluorophore). 230,000 tested, 0.44% active. Gai1:RGS12 GoLoco peptide FP, rhodamine, 10 min. AID 880. Potency, µM (doses to about 61.6 µM), without a hit: at the top dose activity, negative = inhibition, usual class: inhibitors. P63096; active = well fitted inhibition curve with a large enough effect, not every such curve was filed as active; inactive = no such curve, though single readings can be large or run the other way; note: nearly all actives have a fitted effect of over 30% in size; many of its hits are not listed in these tables
GAA inh – blocks human lysosomal alpha-glucosidase | Potency, µM (series often up to 76.9 µM), for the others: at the highest dose activity change, negative = inhibition, usual class: inhibitors | 200,000 tested, 0.005% active | P10253 | AID 1466 | purified human GAA, 4-MU-alpha-glucoside fluorescence;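 note: plate controls were uninhibited enzyme wells for no effect and no-enzyme background for full effect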
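Read-out is 4-methylumbelliferone fluorescence (Ex 365/Em 440 nm) after NaOH/glycine stop at pH 10. Enzyme 4 nM, substrate 400 uM, pH 5.0 citrate buffer, 20 min room temperature; AC50 from Hill-equation concentration-response.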
L3MBTL1 inh – blocks human L3MBTL1; AID 485360; Potency, µM (doses to about 57.1 µM), for the others: top-dose activity, negative = inhibition, usual class: inhibitors; AlphaScreen L3MBTL1–H3K9me1 peptide binding; 230,000 tested, 0.66% active; note: nearly all actives have a fitted effect of over 60% in size
Target sequence (Q9Y468 whole entry, looked up): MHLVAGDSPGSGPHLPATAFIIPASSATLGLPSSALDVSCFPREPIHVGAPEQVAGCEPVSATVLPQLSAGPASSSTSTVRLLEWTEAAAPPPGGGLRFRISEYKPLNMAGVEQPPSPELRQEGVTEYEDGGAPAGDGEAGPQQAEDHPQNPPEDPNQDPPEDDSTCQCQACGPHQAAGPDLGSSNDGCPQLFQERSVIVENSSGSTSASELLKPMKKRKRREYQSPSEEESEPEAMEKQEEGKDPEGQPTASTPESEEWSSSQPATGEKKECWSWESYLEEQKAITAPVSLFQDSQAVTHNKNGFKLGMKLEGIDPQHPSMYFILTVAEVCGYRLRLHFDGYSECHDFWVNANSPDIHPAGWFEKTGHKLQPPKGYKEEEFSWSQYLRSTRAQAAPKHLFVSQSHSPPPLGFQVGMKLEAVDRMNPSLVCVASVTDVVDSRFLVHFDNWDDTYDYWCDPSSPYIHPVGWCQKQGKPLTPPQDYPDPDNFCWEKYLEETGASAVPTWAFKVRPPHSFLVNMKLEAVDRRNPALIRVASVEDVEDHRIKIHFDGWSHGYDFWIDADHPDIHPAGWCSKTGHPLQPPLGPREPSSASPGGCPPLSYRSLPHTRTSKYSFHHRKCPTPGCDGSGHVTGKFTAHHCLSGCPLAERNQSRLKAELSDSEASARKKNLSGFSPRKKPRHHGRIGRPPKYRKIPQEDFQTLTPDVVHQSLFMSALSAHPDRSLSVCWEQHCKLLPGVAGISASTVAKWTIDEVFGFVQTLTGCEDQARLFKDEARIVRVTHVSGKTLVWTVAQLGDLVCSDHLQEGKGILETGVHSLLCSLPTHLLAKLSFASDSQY
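Displacement of a biotinylated histone H3(1-15) peptide monomethylated at Lys9 (75 nM) from L3MBTL1 (50 nM) was measured by AlphaScreen after a 30 min room-temperature compound incubation; cefsulodin titration served as intraplate control.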
GAA glycogen mod – alters human alpha-glucosidase cleavage of glycogen | recombinant GAA, glycogen substrate, Amplex Red glucose oxidase fluorescence | P10253 | Potency, µM (doses to about 76.4 µM), without a hit: at the top dose activity change, negative = inhibition, hits mostly inhibitors | 300,000 tested, 0.38% active;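 note: 0% = full enzyme reaction and -100% = no-enzyme basal signal; the screen sought inhibitors and activators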
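Recombinant human enzyme (4 nM); glycogen substrate; 37 C, 40 min, pH 5.0. Readout: coupled glucose oxidase/Amplex Red fluorescence.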
RECQ1 inh – RECQ1 (human) helicase inhibition; P46063; RECQ1 DNA unwinding, red fluorescence kinetic read; Potency, µM (top dose mostly 57.3 µM), without a hit: at the top dose activity, negative = inhibition, usual class: inhibitors; 240,000 tested, 0.54% active;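 note: plate controls were vehicle for no effect and no enzyme for full effect; nearly all actives have a fitted effect of over 30% in size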
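50 nM RECQ1T1 preincubated 15 min with compound in Tris pH 8.0 buffer with MgCl2, DTT, Tween-20 and 2.5 ug/ml poly(dI-dC); started with 200 nM TAMRA/BHQ-2 forked duplex and 2 mM ATP. Unwinding read as fluorescence (525/598 nm), two reads 2 h apart.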
TRb-SRC2 inh – TRbeta-SRC2 interaction inhibition; P10828; TRbeta-SRC2 peptide binding, fluorescence polarization; receptor liganded with 1 µM T3; Potency, µM (titrated, usually from 106 µM), for inactives: at the top dose activity change, negative = inhibition, usual class: inhibitors; 280,000 tested, 0.065% active; AID 1469;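 note: plate controls were bound peptide for no effect and peptide without receptor for full effect; nearly all actives have a fitted effect of over 50% in size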
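TRb LBD 0.6 uM + Texas Red SRC2 peptide 20 nM, 1 uM T3, Tris buffer w/ 5% DMSO; compound pinned, 5 h RT; FP read ex 555/em 632; normalized to unbound and bound controls.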
GAA spleen mod – lysosomal alpha-glucosidase (human) modulation; Potency, µM (series often up to 79.9 µM), without a hit: at the top dose activity change, negative = inhibition, hits mostly inhibitors; P10253; AID 2112; human spleen homogenate, 4-MU-alpha-glucoside fluorescence; 240,000 tested, 0.006% active;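 note: 0% = enzyme with vehicle and -100% = no enzyme basal signal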
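Compounds were titrated against alpha-glucosidase in spleen homogenate at pH 5.0, with 1 mM 4-methylumbelliferyl substrate for 40 min at 37 C. Reactions were quenched with pH 10 NaOH/glycine and fluorescence measured.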
TexasRed fluor – Texas Red fluorescence interference in TRb-SRC2 counter-screen. TRb/SRC2 Texas Red total fluorescence interference. Potency, µM (top dose mostly 106 µM), for the others: at the top dose fluorescence change, negative = quenching. 280,000 tested, 0.29% active; active = well fitted curve in either direction with a large enough effect; inconclusive = small, poorly fitted or top-dose-only effect
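Human TRβ ligand-binding domain (0.6 uM) and Texas Red SRC2 peptide (20 nM) in Tris buffer with 1 uM T3 and 5% DMSO were incubated with pinned compound for 5 hr at ambient temperature. Total fluorescence was computed as S + 2P (555/632 nm).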
The depositor's hits bear a star; i = inactive; u = inconclusive; x = no result given; & = joins results of further samples; [ ] = dose if it differs, or a comment. Unless noted, calls come from the whole dose curve; as a rule, active = well fitted curve in the direction sought with a large enough effect; inconclusive = small, poorly fitted or top-dose-only effect, or another doubt; inactive = no such curve, though single readings can be large; an effect the other way counts as inactive or inconclusive. Unless noted, % is set by controls: 0 for no effect and ±100 for the full control effect; potency is the fitted concentration of half-maximal effect. This is a subset; count on the stated rates, not on these rows.

The opening two records, ahead of the listing:
structure,RGS12 GoLoco inh,GAA inh,L3MBTL1 inh,GAA glycogen mod,RECQ1 inh,TRb-SRC2 inh,GAA spleen mod,TexasRed fluor
CCOC(=O)c1ccc(NC(=O)C2CC(=O)Nc3nc4ccccc4n32)cc1 (stereo unspecified),10%,1%,11%,4%,-2%,5%,-21%,-1%
O=C(NNC(=O)c1ccccc1-c1ccccc1C(=O)O)c1ccccc1,2%,-3%,-3%,2%,i,-1%,3%,-4%

This part in full (from the top)
structure,RGS12 GoLoco inh,GAA inh,L3MBTL1 inh,GAA glycogen mod,RECQ1 inh,TRb-SRC2 inh,GAA spleen mod,TexasRed fluor
CCOC(=O)c1ccc(NC(=O)C2CC(=O)Nc3nc4ccccc4n32)cc1 (stereo unspecified),10%,1%,11%,4%,-2%,5%,-21%,-1%
O=C(NNC(=O)c1ccccc1-c1ccccc1C(=O)O)c1ccccc1,2%,-3%,-3%,2%,i,-1%,3%,-4%
CN(C(=O)COc1ccccc1)C1CCS(=O)(=O)C1 (stereo unspecified),17%,u,-2%,4%,-1%,-1%,1%,0%
Cc1ccc(C(=O)N/N=C\C=C\c2ccc(Br)cc2)cn1,7%,1%,x,2%,0%,6%,-3%,-1%
N#Cc1c(N)sc2c1CCN(C(=O)OCc1ccccc1)C2,24%,u,-16%,u,-4%,14%,-3%,0%
CCOC(=O)c1c(C)[nH]c(C)c1C(=O)COC(=O)CNC(=O)c1ccc(OCC)cc1,0%,1%,-1%,-22%,-15%,3%,-9%,0%
NS(=O)(=O)c1ccc(CNC(=O)Cc2c(F)cccc2Cl)cc1,-17%,-6%,3%,-4%,i,-1%,0%,-1%
COC(=O)[C@@]1(Cc2ccc(F)cc2)[C@H]2c3cc(C(=O)N4CCCC4)n(CCc4c[nH]c5ccccc45)c3C[C@H]2CN1C(=O)c1ccccc1,10%,x,x,x,-10%,6%,2%,2%
CN(C)c1ccc(/C=C(\C#N)C(=O)NCc2ccco2)cc1,-89%,4%,20%,3%,-9%,-7%,-8%,-5%
CCCCNc1nc2c(c(=O)[nH]c(=O)n2C)n1CCOc1ccccc1,-2%,2%[15.4 µM],-1%,12%,-11%,1%,-5%,-2%
Cc1nn(C)cc1CN(C)C(=O)c1sc2cccc(Cl)c2c1Cl,-2%,7%,-2%,3%,-8%,-9%,-3%,1%
Nc1nc2n(n1)C(c1c(F)cccc1Cl)CC(c1ccc(F)cc1)N2 (stereo unspecified),9%,4%,-9%,-3%,-5%,6%,-14%,0%
Cc1cccc(N2C(=S)NC3c4ccccc4OC2(C)C3C(=O)N(C)C)c1 (stereo unspecified),6%,6%,x,2%,-16%,3%,-3%,-9%
CCN(CC)S(=O)(=O)c1cccc(C(=O)NCC(c2ccccc2)N(C)C)c1 (stereo unspecified),2%,5%,1%,2%,0%,5%,2%,1%
Nc1ccccc1NC(=O)c1ccccc1,11%,1%,-4%,-12%,-31%,-10%,-3%,3%

(listing goes on)
structure,RGS12 GoLoco inh,GAA inh,L3MBTL1 inh,GAA glycogen mod,RECQ1 inh,TRb-SRC2 inh,GAA spleen mod,TexasRed fluor
O=C(COC(=O)c1ccccc1C(=O)c1ccc(Cl)c([N+](=O)[O-])c1)NC1CCCCCC1,7%,-7%,x,-2%,i,-25%,-2%,1%
C[C@@H]1C=CCC(=O)OC[C@H](C)C(=O)OC[C@H]2O[C@H]1C=C[C@H]2O,x,x,x,x,i[11.5 µM],-1%[11.2 µM],-3%[17.4 µM],-20%[11.2 µM]
COn1c(SCc2cccc(Cl)c2)nc2ccccc2c1=O,-4%,-1%,29%,-2%,7.1µM*,-9%,6%,3%
C=CCNC(=S)NNC(=O)c1csc(C)c1CC,3%,3%,x,u,-11%,-2%,0%,1%
COC(=O)C(Cc1ccc(OC(=O)c2ccccc2Cl)cc1)N1Cc2ccccc2C1=O (stereo unspecified),9%,-2%,4%,-20%,-23%,-1%,-6%,3%
O=C(c1ccco1)N1CCN(S(=O)(=O)c2ccc(Oc3ccccc3)cc2)CC1,6%,-8%,-8%,-5%,-5%,-3%,-7%,0%
N#CCc1c(C#N)c(N)nc(Nc2ccccc2)c1C#N,6%,x,x,-2%,0%,1%,-4%,-1%
O=C(NCCN1CCN(C(=O)Nc2ccccc2)CC1)Nc1ccccc1,-2%,-8%,x,4%,-6%,-8%,0%,0%
CC(C)NC(=O)C1CCCN(c2nnc(-n3cccc3)s2)C1 (stereo unspecified),7%,0%[15.4 µM],-6%,6%,-1%,-1%,-1%,-1%
CC(=O)CSc1nc2cc3c(cc2cc1C#N)OCCO3,5%,1%,x,-2%,5%,9%,5%,-2%
CC(C)(C)NC(=O)COc1ccc(-c2ccccc2)cc1,0%,-13%,x,-6%,i,-17%,2%,1%
Cc1ccc(SCC(=O)NCC2CCCO2)cc1 (stereo unspecified),13%,10%,17%,1%,i,1%,-2%,-2%
O=C(O)CCCN1C(=O)C2C3CC(C2C1=O)C1C(c2ccccc2)c2sc(=O)n(-c4ccccc4)c2SC31 (stereo unspecified),0%,-1%,x,8%,-6%,-11%,1%,-1%
COC(=O)CC1(C(=O)OC)Oc2ccc(Br)cc2C(=O)N1c1cc(Cl)c(Cl)cc1Cl (stereo unspecified),5%,-9%,-2%,-13%,-23%,-5%,1%,-2%
C=CCc1ccc(OCC(O)CO)c(OC)c1 (stereo unspecified),6%,-6%,x,8%,i,0%,-4%,-3%

Shown with values under each structure: part of the list above.
Values in the order: RGS12 GoLoco inh, GAA inh, L3MBTL1 inh, GAA glycogen mod, RECQ1 inh, TRb-SRC2 inh, GAA spleen mod, TexasRed fluor
CCN(CC)S(=O)(=O)c1cccc(C(=O)NCC(c2ccccc2)N(C)C)c1 (stereo unspecified)
    2%, 5%, 1%, 2%, 0%, 5%, 2%, 1%
Nc1ccccc1NC(=O)c1ccccc1
    11%, 1%, -4%, -12%, -31%, -10%, -3%, 3%

Continuation:
structure,RGS12 GoLoco inh,GAA inh,L3MBTL1 inh,GAA glycogen mod,RECQ1 inh,TRb-SRC2 inh,GAA spleen mod,TexasRed fluor
Cc1nn(C)c(C)c1NS(=O)(=O)c1ccccc1,-7%,4%,x,-2%,i,-1%,-6%,-2%
c1ccc(NCC2OCc3ccccc3CO2)cc1,-6%,5%,2%,-1%,-12%,1%,5%,-1%
CC(=O)c1sc(NC(=O)c2c(F)cccc2F)nc1C,7%,u,x,0%,-4%,3%,-10%,-6%
COc1ccc2c(c1)c1c3n2CCN(C)C3=NCC1,5%,-2%,3%,12%,9%,3%&7%,-10%,-2%&0%
Cc1ccc(N(CCCCN2C(=O)c3ccccc3C2=O)C(=O)c2cccc([N+](=O)[O-])c2)cc1,-2%,u,-12%,-8%,-8%,5%,-13%,-7%
CCCCN(CC)CCCNC(=O)c1ccc(CSc2nc3ccncc3[nH]2)cc1,-4%,-15%,x,4%,-11%,-4%,4%,0%
Cc1cc(NC(=O)COC(=O)C(Cc2ccccc2)NC(=O)c2ccco2)no1 (stereo unspecified),-1%,-6%,0%,-6%,i,-1%,5%,-2%
CCOC(=O)C(=NCCCN1CCOCC1)NNc1cccc(C(F)(F)F)c1,-8%,-11%,x,u,-8%,-10%,-1%,-2%
Cn1ccs/c1=N\C(=O)Nc1cccc(Cl)c1,2%,x,7%,12%,i,3%,6%,2%
CCNC(=O)CC1C(=O)N(c2ccc(F)cc2)C(=O)N1Cc1ccccn1 (stereo unspecified),7%,9%,3%,8%,-3%,0%,4%,1%
C=CCNCCCCOc1ccc(OCC)cc1,-8%,-3%,x,-2%,i,-3%,3%,2%
Cc1nnc(SCC(=O)c2ccc(Cl)cc2)s1,8%,2%,-9%,-2%,-2%,-5%,-1%,-1%
COc1ccc(-c2ccc(CCC(=O)O)n2CC(=O)Nc2cccc(OC)c2)cc1,20%,2%,x,-1%,-4%,-4%,-11%,1%
CCNC(=O)c1ccc(N(C)S(=O)(=O)c2cccs2)cc1,-3%,-9%,x,-11%,-6%,-1%,1%,-1%
CN1C(=O)CC(c2ccco2)Sc2ccccc21 (stereo unspecified),-4%,-4%,-5%,4%,-5%,1%,4%,2%

Next structures follow:
structure,RGS12 GoLoco inh,GAA inh,L3MBTL1 inh,GAA glycogen mod,RECQ1 inh,TRb-SRC2 inh,GAA spleen mod,TexasRed fluor
CN(C)c1nc(Cl)nc(N(C#N)CCOc2ccccc2)n1,3%,-10%,14%,1%,-2%,-9%,x,-1%
O=C(O)CCc1ccc(-c2ccccc2)o1,-11%,-6%,-8%,1%,i,5%,-12%,-2%
NC(=O)C1CCCN(C(=O)c2ccc(Cl)cc2)C1 (stereo unspecified),-62%,2%,-13%,3%,-14%,-18%,-15%,3%
COc1ccccc1NC(=S)NC(=O)CC(C)C,11%,-5%,6%,-6%,i,2%,3%,0%
COc1ccccc1/C=C1/SC(=O)N(CCC(=O)Nc2ccc(S(=O)(=O)Nc3nccs3)cc2)C1=O,8%,-9%,-24%,4%,2%,3%,-2%,5%
O=C(Cn1cnc2c(nnn2Cc2ccccc2)c1=O)c1ccccc1,-3%,2%,43%[activator],4%,-5%,7%,-7%,-1%
O=C(CSc1ccc(-c2ccco2)nn1)c1ccc(F)cc1,-7%,-3%,-15%,-8%,4%,-26%,-2%,-21%
Cc1cc(/C=C2\NC(=O)N(Cc3ccc(Cl)cc3)C2=O)c(C)n1C,-3%,-30%,-22%,-1%,-5%,10%,-2%,5%
O=C(NCCN1CCCC1)c1ccc(Cl)cc1,11%,4%,1%,-8%,-2%,-4%,-1%,-5%
CN(C)CCNC(=O)c1cc2c(=O)n(C)c3ccccc3c2n1C,7%,5%,x,4%,-9%,-15%,1%,-1%
O=C(NN=C1CCCC1)c1[nH]c2ccc(Br)cc2c1-c1ccccc1,13%,-17%,-18%,u,-14%,-2%,-7%,-5%
C[C@@H](c1ccccc1)N1C(=O)[C@H]2[C@H]3[C@H](O)[C@H](O)C/C(=N/NC(=O)OCc4ccccc4)[C@@H]3CC[C@@H]2C1=O,x,x,x,x,-2%[11.5 µM],2%[11.2 µM],-2%[17.4 µM],1%[11.2 µM]
